FXIIa inh: human FXIIa protease inhibitors, primary screen, biochemical, 1536-well; inhibition, % at 5 µM; 220,000 compounds, 0.3% hits; Coagulation factor XII (Homo sapiens), P00748; purified FXIIa, Boc-QGR-AMC fluorogenic substrate, 2 h; AID 800, 2007; in the data active = inhibition above about 40%;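 note: 0% = enzyme with no compound and 100% = blank without enzyme; many of its hits are not listed in these tables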
Cl transport mod: KCC2 cotransporter modulators, thallium flux, primary screen, cell-based, HEK293 KCC2, FluoZin-2 fluorescence, MLSMR. Solute carrier family 12 member 5 (Homo sapiens), Q9H2X9. KCC2 cells, thallium flux FluoZin-2 fluorescence. B-score of Tl+ flux slope (higher = more flux/activation; lower = inhibition) at 10 µM. 190,000 compounds, 2.2% hits;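 active = thallium flux slope and its plate-corrected score both differing from the plate sample mean at a set confidence after two filtering rounds, in either direction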;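 note: slope of fluorescence scaled to starting intensity during 10 to 20 s after thallium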
Target sequence (Q9H2X9 whole entry, looked up): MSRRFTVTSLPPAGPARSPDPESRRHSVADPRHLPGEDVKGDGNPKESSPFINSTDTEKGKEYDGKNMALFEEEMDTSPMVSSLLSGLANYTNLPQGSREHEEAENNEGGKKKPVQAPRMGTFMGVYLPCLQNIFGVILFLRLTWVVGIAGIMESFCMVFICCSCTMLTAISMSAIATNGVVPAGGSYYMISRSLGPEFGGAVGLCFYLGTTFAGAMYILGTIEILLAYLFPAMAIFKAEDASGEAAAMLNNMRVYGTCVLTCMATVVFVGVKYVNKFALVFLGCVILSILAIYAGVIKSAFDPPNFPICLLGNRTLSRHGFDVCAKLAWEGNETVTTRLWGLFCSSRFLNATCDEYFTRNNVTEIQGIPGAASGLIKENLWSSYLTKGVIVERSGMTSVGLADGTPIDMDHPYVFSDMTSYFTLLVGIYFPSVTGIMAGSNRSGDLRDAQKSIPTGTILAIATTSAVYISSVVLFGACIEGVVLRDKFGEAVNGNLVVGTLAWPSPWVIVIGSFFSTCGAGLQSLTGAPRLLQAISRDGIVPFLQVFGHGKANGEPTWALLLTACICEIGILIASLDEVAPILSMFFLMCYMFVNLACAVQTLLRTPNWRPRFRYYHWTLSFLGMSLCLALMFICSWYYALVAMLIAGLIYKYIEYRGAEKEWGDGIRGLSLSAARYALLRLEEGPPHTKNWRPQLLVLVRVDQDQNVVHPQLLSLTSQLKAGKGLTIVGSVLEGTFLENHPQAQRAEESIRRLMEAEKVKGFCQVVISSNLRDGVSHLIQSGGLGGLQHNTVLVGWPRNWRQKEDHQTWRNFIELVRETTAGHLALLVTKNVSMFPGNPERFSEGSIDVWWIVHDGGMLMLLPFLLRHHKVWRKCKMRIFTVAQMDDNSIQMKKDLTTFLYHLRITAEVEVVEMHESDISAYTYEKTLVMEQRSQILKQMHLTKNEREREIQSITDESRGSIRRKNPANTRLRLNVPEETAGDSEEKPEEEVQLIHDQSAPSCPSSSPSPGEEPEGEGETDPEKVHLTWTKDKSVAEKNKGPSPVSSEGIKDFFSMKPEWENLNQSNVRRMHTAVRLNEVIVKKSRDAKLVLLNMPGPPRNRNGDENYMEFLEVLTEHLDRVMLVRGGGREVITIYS
PERK inhibitor: block of dimerizer-induced PERK translation repression, primary screen, PERK inhibitor project, CHO PERK-DD cells, SEAP luminescence, HTS | Eukaryotic translation initiation factor 2-alpha kinase 3 (Homo sapiens), Q9NZJ5 | CHO PERK-DD fusion, SEAP luminescence translation reporter | inhibition, % at 5.6 µM | 220,000 compounds, 0.17% hits | AID 1416, 2008;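 active = inhibition above the mean inhibition of all tested compounds plus 3 SD, set separately per screening campaign, cut at about 2.9% in these data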;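 note: PERK kinase domain activated by AP20187 dimerizer at 100 nM; 0% = DMSO with dimerizer and 100% = rapamycin at 8.4 µM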
FXIa inh: human FXIa protease inhibitors, primary screen, biochemical, 1536-well. AID 798, 2007. 220,000 compounds, 0.14% hits. purified FXIa, Boc-Glu-Ala-Arg-AMC fluorogenic substrate. inhibition, % at 5 µM;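 active = inhibition of at least 40%; inactive = inhibition below 40%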;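 note: fluorescence of freed AMC excited at 355 nm; 0% = enzyme without compound and 100% = no enzyme blank; many of its hits are not listed in these tables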
Rad51 HR inh: human RAD51 strand exchange inhibitors, primary screen, biochemical, fluorescence | hRad51 DNA strand exchange, fluorescence dequenching | DNA repair protein RAD51 homolog 1 (Homo sapiens), Q06609 | inhibition, % at 10 µM | 200,000 compounds, 0.085% hits;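 active = inhibition above 40% at the single screening dose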;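 note: 0% = DMSO control wells and 100% = blanks with heterologous ssDNA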
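System: human Rad51 nucleoprotein filaments preassembled on unlabelled ssDNA. Reagent: labelled 47-mer dsDNA for strand exchange. Schedule: 30-min compound preincubation and 15-min exchange, both room temperature. Measured by: FRET fluorescence dequenching, excitation 485 nm, emission 520 nm. Read-out: Fluorescence-based percent inhibition, control- and blank-normalised. Benchmarks: plate controls and plate blanks.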
KLK5 inh: human KLK5 protease inhibitors, primary screen, biochemical, 1536-well; Kallikrein-5 (Homo sapiens), Q9Y337; inhibition, % at 5 µM; 210,000 compounds, 0.59% hits; recombinant hK5, fluorogenic AMC substrate cleavage;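 active = inhibition of 40% or more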;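 note: 0% = enzyme controls without compound and 100% = no-enzyme blanks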
m-calpain inh: inhibitors of pig calpain II, primary screen, biochemical, fluorogenic peptide substrate, 1536-well. purified calpain II, 30 min. inhibition, % at 16 µM. 220,000 compounds, 0.37% hits;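 active = inhibition above about 50%, limit read from the data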
thrombin 1536: human alpha-thrombin inhibitors, primary screen, counter-screen for coagulation protease inhibitor project, biochemical, 1536-well, fluorogenic AMC substrate; AID 1046, 2008; Boc-VPR-AMC fluorogenic substrate cleavage; Prothrombin (Homo sapiens), P00734; 220,000 compounds, 0.26% hits; inhibition, % at 5 µM;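 active = inhibition at or above 40%; inactive = inhibition below 40%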;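 note: 0% = enzyme with no compound and 100% = wells without enzyme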
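System: Human alpha-thrombin protein | Medium: pH 7.5 Tris (50 mM) with NaCl 150 mM, Tween 20 0.05% | Times: Enzyme reaction carried out at room temperature | Detection: AMC fluorescence, 355/460 nm | Evaluation: Percent inhibition scaled between no-compound controls and no-enzyme blanks | Benchmarks: Enzyme without compound as high, wells lacking enzyme as low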
Furin inhibitor: human furin inhibitors, primary screen, biochemical, fluorescence intensity | purified furin, fluorogenic substrate cleavage | inhibition, % at 30 µM | 220,000 compounds, 0.061% hits | P09958 | AID 463115, 2010; in the data active = inhibition above about 25%; note: inactives centre near -15
* marks the source's active call; other numbers are inactive results; i = inactive; · = no result given; [ ] = another dose, or the depositor's remark.

SMILES	FXIIa inh	Cl transport mod	PERK inhibitor	FXIa inh	Rad51 HR inh	KLK5 inh	m-calpain inh	thrombin 1536	Furin inhibitor
C/C(=N\NC(=O)COc1ccc([N+](=O)[O-])cc1)C(C)(C)C	14	-0.76	0.0	4	-2	-13	13	1	-2[20 µM]
NC(=O)c1ccc(N2CCN(S(=O)(=O)c3ccccc3)CC2)c([N+](=O)[O-])c1	7	-0.011	0.2	-10	1	-6	-3	-17	-18
COc1cccc(C2C(C#N)=C(N)Oc3c2oc(CO)cc3=O)c1 (stereo unspecified)	13	0.0059	1.8	3	0	-9	-13	0	3[20 µM]
Cc1ccc(OCC(=O)NCc2ccc3c(c2)OCO3)c([N+](=O)[O-])n1	3	0.31	-0.5	-3	-4	9	9	-7	3
CC1(C)N([O-])C2=C(CCCC2)[N+]1=O	7	-0.45	-0.1	-6	-7	7	-18	8	-10
O=C(O)CNC(=O)c1ccc(S(=O)(=O)N2CCOCC2)cc1	-1	·	2.0	-1	-1	-13	14	-7	-17[20 µM]
COC(=O)c1sccc1NC(=O)CCC1CCCCC1	10	-0.14	0.3	7	-1	-7	18	4	-25[20 µM]
O=C(/C(=C(\[O-])c1ccccc1)[n+]1ccc2ccccc2c1)c1ccc(Cl)cc1	5	0.44	0.7	-2	·	-16	-9	-5	-7
O=C(c1ccc(NC2=NC3CS(=O)(=O)CC3S2)cc1)N1CCN(Cc2ccccc2)CC1 (stereo unspecified)	4	0.24	-0.6	-7	-7	34	-11	-7	-4
Cc1ccccc1CN1CCN(CC2CC3C=CC2C3)CC1 (stereo unspecified)	19	-0.66	-0.5	6	-12	-13	-4	4	-11[20 µM]
Cc1ccc(OCC(=O)c2c(O)c3ccccc3oc2=O)cc1C	6	-0.93	1.2	-4	2	4	-27	0	-16[20 µM]
CCC(C)(C)NC(=O)C(c1ccc(OC)cc1)N(CC1CCCO1)C(=O)CCC(=O)Nc1cc(C)on1 (stereo unspecified)	14	-0.34	-0.1	6	7	-1	-21	-1	-7[20 µM]
CCOc1ccc(C2=C(C=C(C#N)C#N)C(c3ccccc3)c3ccccc3O2)cc1 (stereo unspecified)	2	0.06	-0.9	-8	·	-1	6	-5	-10
CC(=O)N(C)c1ccc(NC(=S)NCC(C)C)cc1	11	0.18	0.9	2	-23	·	20	-2	-11
Cc1cc(OCC(=O)N2CCOCC2)ccc1NC(=O)C1CCCCC1	-7	-0.055	-0.1	1	-14	-15	-23	-6	-23
CC(=O)c1cccc(NC(=O)C2CCN(C(=O)c3ccc([N+](=O)[O-])cc3)CC2)c1	6	0.34	0.4	-4	7	-4	-6	-6	-22
O=C(Nc1ccc(Oc2ccccc2)cc1)C1CCN(c2ncccn2)CC1	-4	-0.61	0.3	-1	1	-29	23	-7	-7
CCCN1CCC(NC(=S)Nc2ccc(OC)c(OC)c2)CC1	4	1.3	1.4	0	-7	-9	-21	-11	-25
COc1ccc(N2C(=O)C3C4C=CC(C5CC45)C3C2=O)c([N+](=O)[O-])c1 (stereo unspecified)	10	0.43	-1.2	-1	-3	-1	-4	-1	-18[20 µM]
CCOc1ccc(-c2nc(C#N)c(NC3CC3)o2)cc1	8	-1.3	0.8	3	0	-4	-395	1	-33
COc1ccc(OCc2ccc(C(=O)N3CCOCC3)cc2)cc1	-2	·	0.2	-10	-12	-11	18	-5	-14[20 µM]
Cc1cc(-c2csc3nc[nH]c(=S)c23)cc(C)c1C	7	85*	-0.6	0	·	4	14	-2	-24
COc1cc(C)ccc1OCCOCCOc1cc(C)c(C)cc1Br	1	-0.76	0.1	-1	·	-9	16	-9	-15
COc1ccc(-c2nn(-c3ccccc3F)cc2CNCCn2nc(C)cc2C)cc1	4	·	0.2	-3	-5	-4	0	-13	-23
Clc1cccc(Cl)c1-c1nnc2ccc(N3CCOCC3)nn12	8	0.7	1.0	0	3	25	17	1	-10[20 µM]
C=C(C)CSc1nc2ncccc2[nH]1	21	·	1.1	-4	-1	-22	-63	-13	-24
Cc1ccc2nsnc2c1NC(=O)COc1ccccc1F	13	0.37	-0.2	0	-26	3	-21	1	-30
CCC(C)[C@H](NC(=O)NCc1ccc(S(N)(=O)=O)cc1)C(=O)O (stereo partly specified)	9	1.1	1.8	4	·	1	-14	-1	-14
COc1cc(C2NC(=S)NC(c3ccccc3)=C2C(C)=O)cc(Br)c1OCC(N)=O (stereo unspecified)	5	-0.66	2.6	6	8	-4	7	-5	-11
CCCC(=O)Nc1ccc2c(c1)C(=O)N(CCC(=O)O)C2=O	6	·	1.3	-2	3	-9	i	-1	-20[20 µM]

Pulled by structure from the entries so far (3):
SMILES	FXIIa inh	Cl transport mod	PERK inhibitor	FXIa inh	Rad51 HR inh	KLK5 inh	m-calpain inh	thrombin 1536	Furin inhibitor
Clc1cccc(Cl)c1-c1nnc2ccc(N3CCOCC3)nn12	8	0.7	1.0	0	3	25	17	1	-10[20 µM]
COc1cc(C2NC(=S)NC(c3ccccc3)=C2C(C)=O)cc(Br)c1OCC(N)=O (stereo unspecified)	5	-0.66	2.6	6	8	-4	7	-5	-11
C=C(C)CSc1nc2ncccc2[nH]1	21	·	1.1	-4	-1	-22	-63	-13	-24

Remaining list, next part.
SMILES	FXIIa inh	Cl transport mod	PERK inhibitor	FXIa inh	Rad51 HR inh	KLK5 inh	m-calpain inh	thrombin 1536	Furin inhibitor
CCOC(=O)c1c(NC(=O)CCCN2CCOCC2)sc2c1CC(C)(C)OC2	11	-0.13	-0.5	-6	-4	-1	12	-1	-13[20 µM]
CC(NC(=O)c1cccc(C(F)(F)F)c1)C1CCCO1 (stereo unspecified)	-11	·	0.6	-2	7	-15	-21	-6	-13[20 µM]
Cn1c(=O)c2[nH]c(CN(Cc3ccccc3)Cc3ccccc3)nc2n(C)c1=O	8	-0.46	0.3	-1	·	-17	30	-6	-21
Cc1ccc(Cl)cc1NC(=O)C1CCN(S(C)(=O)=O)CC1	1	-1	0.1	-5	-13	-6	-9	-10	-9
N#CCC(=O)N/N=C/c1ccc(Sc2nc3ccccc3s2)o1	11	0.57	1.7	5	-7	-18	-129	2	-12[20 µM]
CC(C)(C)c1nnc(NC(=O)CCn2cnc3ccccc3c2=O)s1	7	0.42	1.1	1	-50	1	-12	4	-18
COC(=O)NNC(=O)COc1ccccc1C	2	-0.037	0.7	2	5	-21	2	-11	-12
NC(=O)CSc1cn(CCNC(=O)c2cccs2)c2ccccc12	11	0.077	·	0	0	-2	-4	-7	-25
Cn1cc(C(=O)Nc2cccc(F)c2)cn1	9	0.26	0.1	5	·	-5	-17	4	-20[20 µM]
CCCCc1ccc(NC(=O)CC(C)C)cc1	11	-1.1	0.8	8	-4	-4	39	·	-4
COC(=O)c1ccccc1NC(=O)CSc1nnnn1-c1ccc(C)cc1C	6	-0.11	0.1	-8	-8	-1	-17	-3	-6[20 µM]
CCOc1ccc(NC(=O)N2CCC(c3nc4ccccc4[nH]3)CC2)cc1	9	-0.039	-0.4	-3	19	-9	-13	2	-15
Clc1ccc(C(c2nnnn2CCc2ccccc2)N2CCSCC2)cc1 (stereo unspecified)	13	-1.6	-0.1	0	5	3	2	5	-6[20 µM]
Cc1ccc2nc(-c3cccnc3)oc2c1	2	1.2	0.3	-7	-2	1	-131	-6	-9
CCC(=O)c1cc2c(C)cc(=O)oc2c(C)c1OC(=O)C(C)C	10	-0.014	-0.6	0	6	-17	-410	-9	-8
Cc1ccc2nc(-c3ccc(NC(=O)COC(=O)c4ccc([N+](=O)[O-])o4)cc3)sc2c1	12	0.96	0.0	8	-1	-13	-101	-6	-22
CCOc1ccc(CC2CC(=O)NC2=O)cc1 (stereo unspecified)	18	-1.1	0.7	2	-11	-11	-24	4	-12
CCOC(=O)C1CCCN(C(=O)c2sc3nc(-c4ccc(F)cc4)cn3c2C)C1 (stereo unspecified)	-5	·	-0.8	1	·	-18	3	1	-18
CCOc1ncccc1C(=O)OCc1ccc(C(=O)OC)cc1	7	-1.8	0.3	2	0	-6	-8	-16	-10
COc1ccc(C(=O)Nc2ccc3c(c2)OCCO3)cc1[N+](=O)[O-]	15	0.66	-0.5	8	-13	13	13	12	-3
O=C(NCc1ccccc1)[C@H]1C[C@@H]1[C@H](NP(=O)(c1ccccc1)c1ccccc1)c1ccccc1	19	-0.77	-0.6	6	1	-8	-4	6	-17
CC(=O)Nc1ccc(NC(=O)C(=O)c2cn(CC(=O)N3CCCCC3)c3ccccc23)cc1	9	-0.47	-0.5	-4	7	0	-56	-1	-20
CC1=NN(C(=O)c2ccc(C)o2)C(O)(c2ccccc2)C1 (stereo unspecified)	-1	0.93	0.9	0	-21	-15	10	-11	-4
COc1ccccc1NC(=O)N1CCC(c2nc3ccccc3o2)CC1	10	-0.052	0.0	14	10	-13	-5	5	-41
Cc1cc([N+](=O)[O-])nn1CC(=O)NCc1ccco1	5	0.88	0.1	-2	5	-17	-3	-10	-9
COC(=O)C1=C(NC(=O)c2ccc(C)cc2)CCS1	8	0.0079	1.7	1	5	-2	-290	3	-10
CCO[C@@H]1OC(C(=O)NCc2nc3ccccc3[nH]2)=C[C@H](c2csc3ccccc23)[C@H]1CCCO	6	2.8	1.1	-3	-3	2	-12	-1	-20
O=C(O)CCNc1nc(-c2ccccc2)nc2ccccc12	6	-0.092	-0.1	-5	15	10	8	-4	-8[20 µM]
CCCC1CCC(c2ccc(C(=O)NN)cc2)CC1 (stereo unspecified)	8	0.59	0.8	4	·	-2	5	3	-5
Cc1cc(Cl)ccc1Oc1ncnc2oc(-c3ccccc3)cc12	21	-0.5	0.7	20	·	-29	-135	-5	-17[20 µM]
CC(=O)Nc1ccc2nc(-c3ccco3)[nH]c2c1	11	0.3	0.7	7	4	6	-200	-1	-65
Cc1ccc(S(=O)(=O)N2CCCN(S(=O)(=O)c3ccc(C)cc3)CC2)cc1	-2	0.18	-1.0	-4	-3	3	-8	-3	-7[20 µM]
CCCCC1=CC2=CC(=O)C(C)(OC(=O)CC)C(=O)C2=CN1c1ccccc1 (stereo unspecified)	9	0.018	·	4	2	3	-45	1	-3
O=C(CCCN1C(=O)c2cccc3cccc(c23)C1=O)NCc1ccco1	2	-0.95	0.8	-3	1	-3	0	-12	-20
O=C(NCc1ccccn1)C12CC3CC(CC(C3)C1)C2	-1	0.59	0.7	-7	1	-3	-13	-15	-2
COc1ccc(-c2onc3ccc(Br)cc23)cc1	15	0.047	0.9	9	·	-4	-17	4	-19
Cc1ccc(NC(=O)COC(=O)C(NS(=O)(=O)c2ccc(Cl)cc2)C(C)O)cc1 (stereo unspecified)	-1	-0.19	-1.2	-7	·	1	23	-2	-2

Only part of the results is shown, so the mix of outcomes need not match the whole.
